High-throughput results from PubChem BioAssay.
HIV RNase H inh: HIV-1 RT RNase H inhibitors, primary screen, biochemical, fluorescence. AID 565, 2006. RT-RNase H RNA/DNA duplex cleavage. Gag-Pol polyprotein (Human immunodeficiency virus type 1 group M subtype B (isolate …. 65,000 tested, 1.9% active. inhibition, % at 10 µM; in the data active = inhibition above about 50%
RmlC RmlD mix: RmlC and RmlD coupled enzyme inhibitors, primary screen, biochemical, 384-well, compound mixtures, retest; 110,000 tested, 0.39% active; RmlC/RmlD coupled enzyme inhibition, 384-well mixture HTS; inhibition, % at 5.5 µM; in the data active = inhibition above about 30%, passing the limit was not always enough; also: strong numbers were not always called active
* = called active by the depositor; x = not tested or not shown. The list is partial (hit frequency here may not be typical).

SMILES	HIV RNase H inh	RmlC RmlD mix
COc1ccc(NC(=S)NC(NC(=O)/C=C/c2ccccc2)C(Cl)(Cl)Cl)cc1 (stereo unspecified)	x	-2
Cc1ccc(C2CC(c3cccc(Br)c3)n3nc(N)nc3N2)cc1 (stereo unspecified)	6	-8
O=C(CN1CCC(O)(c2ccc3c(c2)OCO3)CC1)N1CCOCC1	1	-14
Cc1ccc(CSCCNC(=O)/C=C/c2ccccc2Cl)cc1	x	10
Cc1ccc(CS(=O)(=O)Cc2ccc(C(=O)NCC3CCCO3)o2)cc1 (stereo unspecified)	-16	7
CC1(C)Oc2ccc(C(=O)N3CCCC3)cc2N(CC(=O)NCc2ccccc2)C1=O	2	14
COc1ccc(CC(=O)n2nc(-c3ccc(Cl)cc3)nc2NCc2ccco2)cc1	x	7
Cc1ccc(NC(=O)c2cnccn2)c(OC(F)F)c1	-23	67
CCC(C)NC(=O)C1c2cc(OC)c(OC)cc2C(=O)N(C)C1c1ccc(OC)cc1 (stereo unspecified)	2	18
CC1(C)Cc2c(c(N3CCCC3)nc3sc4c(N5CCN(CCO)CC5)ncnc4c23)CO1	-63	x

Shown with bars between the fields: entries from further up.
smiles | HIV RNase H inh | RmlC RmlD mix
CCC(C)NC(=O)C1c2cc(OC)c(OC)cc2C(=O)N(C)C1c1ccc(OC)cc1 (stereo unspecified) | 2 | 18
CC1(C)Cc2c(c(N3CCCC3)nc3sc4c(N5CCN(CCO)CC5)ncnc4c23)CO1 | -63 | x
Cc1ccc(C2CC(c3cccc(Br)c3)n3nc(N)nc3N2)cc1 (stereo unspecified) | 6 | -8
Cc1ccc(CS(=O)(=O)Cc2ccc(C(=O)NCC3CCCO3)o2)cc1 (stereo unspecified) | -16 | 7

Remaining list, next part:
SMILES	HIV RNase H inh	RmlC RmlD mix
CC(C)OCCCN1CN(S(=O)(=O)c2ccc(Cl)cc2)c2nc3ccccc3nc21	x	-6
CCN=C1SC(C(=O)Nc2ccccc2)CC(=O)N1CC (stereo unspecified)	x	-3
O=C(Nc1ccccc1C(F)(F)F)N1CCC(N2CCCCC2)CC1	-18	0
CCc1noc(C)c1C(=O)N1CC(C)OC(C)C1 (stereo unspecified)	-14	6
N=c1c2c3c(sc2ncn1CCCO)CCCC3	x	-10
CN(C)CC(C)(C)CNS(=O)(=O)c1ccc(Cl)c(Cl)c1	x	5
CCOC(=O)/C(=N\NC(=O)c1ccccc1)c1ccccc1	x	17
CCOc1cc(CO)c(Br)cc1OCC(=O)O	x	9
O=C(CN1CCC(n2nnc3cc(F)ccc32)CC1)N1CCCc2ccccc21	-7	-5
COc1ccc(C(=O)CSc2nnc(CNc3ccc(C)cc3C)n2Cc2ccco2)cc1	9	-7

An excerpt from above in order of length of the SMILES, highest first.
SMILES	HIV RNase H inh	RmlC RmlD mix
COc1ccc(C(=O)CSc2nnc(CNc3ccc(C)cc3C)n2Cc2ccco2)cc1	9	-7
O=C(CN1CCC(n2nnc3cc(F)ccc32)CC1)N1CCCc2ccccc21	-7	-5
O=C(CN1CCC(O)(c2ccc3c(c2)OCO3)CC1)N1CCOCC1	1	-14
O=C(Nc1ccccc1C(F)(F)F)N1CCC(N2CCCCC2)CC1	-18	0
Cc1ccc(NC(=O)c2cnccn2)c(OC(F)F)c1	-23	67
CCc1noc(C)c1C(=O)N1CC(C)OC(C)C1 (stereo unspecified)	-14	6
N=c1c2c3c(sc2ncn1CCCO)CCCC3	x	-10

Carrying on.
SMILES	HIV RNase H inh	RmlC RmlD mix
COc1ccc(Cc2c(O)nc(SCC(=O)N3CCCCCC3)[nH]c2=O)cc1	x	-11
Cc1cccc(N(CC(=O)NC2CCCC2)C(=O)CCCC(=O)Nc2ccccn2)c1	2	-2
O=C(O)CCC(=O)N1CCc2cc(S(=O)(=O)N3CC=C(c4ccccc4)CC3)ccc21	0	1
CC(C)CCNC(=O)NC(=O)COC(=O)c1cc(S(=O)(=O)N2CCOCC2)ccc1N1CCCCC1	x	-11
O=C(CCc1nc2ccccc2[nH]1)Nc1ccc2c(c1)OCO2	6	3
Cc1nnc(NC(=O)CSc2nnc(Cc3cccn3C)n2CCc2ccccc2)s1	-12	5
CC1CCc2c(C(=O)Oc3cccc(-n4cnnn4)c3)csc2C1 (stereo unspecified)	-5	7
C=CCn1c(N)c(C(=O)Nc2ccc(C)c(C)c2)c2nc3ccccc3nc21	x	-10
CCOC(=O)C1CCN(C(=O)CNS(=O)(=O)c2ccc(Br)s2)CC1	-3	-3
CCNC(=S)NNC(=O)c1csc2c1CCC(C)C2 (stereo unspecified)	x	-8
Cc1csc(SCC(=O)N2CCN(S(=O)(=O)c3ccc(Cl)cc3)CC2)n1	-5	x
COc1ccc(Cl)cc1NC(=O)CN(c1ccccc1)S(=O)(=O)N(C)C	-15	-20
O=C(Nc1ccc(-n2nncc2-c2ccco2)cc1)c1cccc(F)c1	17	x
CC(=O)c1cccc(NC(=O)Cn2cc3c(n2)CCCC3)c1	-2	-172
COC(=O)c1ccc(OCC(O)Cn2nnc3ccccc32)cc1 (stereo unspecified)	0	6
CCOC(=O)N1CCC(NC(=O)Cn2c3ccccc3c3cn[nH]c(=O)c32)CC1	-7	6
CN1CC(=O)N(CC(=O)Nc2ccc(F)cc2)c2ccccc2C1=O	-7	1
Cc1cc(C)n(-c2nnc(C)n2NC(=O)c2cccc(Cl)c2)n1	x	10
Cc1cc(C)n(-c2nc(Nc3ccccc3C(F)(F)F)nc(-n3nc(C)cc3C)n2)n1	x	6
CCOC(=O)C1=C(N)Oc2c(c(=O)[nH]c3ccccc23)C1c1ccccc1 (stereo unspecified)	x	8
CC1CC(C(F)(F)F)n2nc(C(=O)O)cc2N1 (stereo unspecified)	x	-6
CCN(CC)CCCN1C(=O)C(=O)/C(=C(/O)c2ccc3c(c2)OCCO3)C1c1ccco1 (stereo unspecified)	-14	-13
O=C(O)C1CC(c2ccccc2)=NO1 (stereo unspecified)	x	-9
CCC(C)[C@H](NC(=O)NCC1CCCO1)C(=O)OC (stereo partly specified)	1	14
Cc1ccc(N2C(=O)CC(Sc3ncn[nH]3)C2=O)cc1 (stereo unspecified)	x	-12
Cc1ccc2c(c1)[C@@H]1CN(C)CC[C@@H]1N2C(=O)Nc1cccc(C(F)(F)F)c1	-4	-13
CCCc1ccc(OCc2ccc(C(=O)N3CCN(c4ccccn4)CC3)o2)c(OC)c1	-18	18
Cc1ccc2c(c1)c(C)c(C)n2CC(O)CN1CCOCC1 (stereo unspecified)	x	-5
Cc1ccc(C(=O)N/C(=C/c2ccco2)C(=O)Nc2cccc(C)c2)cc1	x	3
COc1ccc(N2CCSC2C(=O)NN)cc1 (stereo unspecified)	x	-5
CC1CCN(C(=O)CSc2nnc(CSc3ncccn3)n2C)CC1	-21	-5
Cc1ccc(NC(=O)CSc2n[nH]c(-c3ccncc3)n2)cc1C	-64	-4
CSc1ccccc1-c1nnc(-c2ccccc2)o1	x	3
CCOC(=O)Cn1nnnc1C(CC)N(Cc1cccs1)Cc1cc2ccc(OC)cc2[nH]c1=O (stereo unspecified)	-13	13
C=CCn1c(CNC(=O)c2ccccc2C)nnc1SCC(=O)NC1CCCC1	9	-15
CC(=O)Nc1nc2ccccc2n1CCN1CCOCC1	-4	4
Cn1c(CCNC(=O)c2ccccc2Cl)n[nH]c1=S	x	-13
O=C(CCCc1nc(-c2ccc(Cl)cc2)no1)Nc1cccnc1	-6	-6
O=C(CCSc1ccccc1)NC1CCCC1	-4	8
CCS(=O)(=O)N1CCN(S(=O)(=O)c2ccccc2)CC1	x	-18

Full records, looked up by structure:
Cc1ccc(NC(=O)CSc2n[nH]c(-c3ccncc3)n2)cc1C in the list: HIV RNase H inh = -64; RmlC RmlD mix = -4
CC1CCN(C(=O)CSc2nnc(CSc3ncccn3)n2C)CC1 in the list: HIV RNase H inh = -21; RmlC RmlD mix = -5

Other structures follow:
SMILES	HIV RNase H inh	RmlC RmlD mix
CC(=O)C1C(c2ccc(F)c(F)c2)NC(=O)NC1(O)C(F)(F)F (stereo unspecified)	-6	-6
O=C(Cn1cc2c(n1)CCCC2)NCCCN1CCN(c2ccccc2F)CC1	-13	14
COC(=O)C1=C(C(=O)OC)[C@@H]2Nc3ccccc3[C@@]23C[C@@H](C(=O)OC)N(C(=O)COCc2ccccc2)C3=N1	x	9
Cc1ccc(-n2c(SCC(=O)OC(C)C)nnc2-c2ccccn2)cc1	-9	-9
COc1ccc(NC(=O)/C(Cl)=C(/Cl)S(=O)Cc2ccc(C)cc2)cn1 (stereo unspecified)	x	3
COc1ccc(NC(=O)CC2SC(=Nc3ccccc3)NC2=O)c(OC)c1 (stereo unspecified)	-5	-5
COc1ccc(NCc2cc3ccccc3[nH]c2=O)cc1	-6	-6
CN(CC(O)COc1ccc(S(=O)(=O)N2CCOCC2)cc1)C1CCCCC1 (stereo unspecified)	x	2
O=C(Cn1ccsc1=NC(=O)c1ccco1)c1ccccc1	1	-3
COc1ccccc1Nc1nc(C)cc(C)c1C(N)=O	-4	6
CCCNC(=O)c1onc(CSc2ccncc2)c1C(=O)NCCC	x	-16
CCOc1ccc(-c2nnn(CC(=O)NCCc3c[nH]c4ccccc34)n2)cc1	x	-6
CCOC(=O)c1ccc(N2C(=O)C=CC2=O)cc1	x	10
O=C(OCc1ccccc1Cl)c1ccccc1C(=O)c1ccccc1	x	8
Cc1nc2oc(C(=O)c3ccc(Br)cc3)c(N)c2c2c1COC(C)(C)C2	17	13
CS(=O)(=O)N1CCCC(C(=O)NCCCN2CCc3ccccc3C2)C1 (stereo unspecified)	-5	-8
Cc1nn(C)c(C(=O)Nc2ccc(S(=O)(=O)NC34CC5CC(CC(C5)C3)C4)cc2)c1Br	x	-7
Cc1cc(SCC(N)=O)nc(SCC(=O)c2ccccc2)n1	-10	-42
COc1ccc(N2CCN(C(=S)Nc3cccc(C)c3)CC2)cc1	x	-11
Cc1ccc(NC(=O)COC(=O)CN2CSCC2=O)cc1C	7	5
O=C1CC(N2CCN(Cc3ccc4c(c3)OCO4)CC2)C(=O)N1c1cccc(Cl)c1 (stereo unspecified)	x	186
CCOc1ccccc1-n1c(COc2ccccc2)nnc1SCC(N)=O	-36	-8
Cn1c(=O)c2c(ncn2CCCc2ccccc2)n(C)c1=O	-4	-9
CN(C)S(=O)(=O)c1ccc(S(=O)(=O)N(CC(=O)Nc2ccccc2)CC2CCCO2)cc1 (stereo unspecified)	3	-3
Cn1c(SCC(N)=O)nnc1C1CCN(C(=O)NCc2ccccc2)CC1	-1	-6
O=S(=O)(NCc1ccc2c(c1)OCO2)c1ccc2oc3ccccc3c2c1	x	6
CCOCc1nnc(NC(=O)c2c(OC)cccc2OC)s1	x	-10
CCOC(=O)c1c(NCC2CCCO2)c2ccccc2[nH]c1=O (stereo unspecified)	x	6
O=C(O)C(c1ccccc1)C1(O)CCCC1 (stereo unspecified)	-3	-11
COc1ccccc1C1CC(=O)Nc2cc3c(cc21)OCCO3 (stereo unspecified)	-76	-4
Cc1cccc(C(C)(C)C)c1OCCCCN1CCCC1	x	-7
O=C(C1=C(O)C(=O)N(Cc2ccco2)C1c1ccccc1)c1cccs1 (stereo unspecified)	x	-9
COc1ccc(S(=O)(=O)N(CCCN2CCOCC2)Cc2ccc(OC)c(OC)c2)cc1	-22	-12
Cc1ccccc1NC(=O)CC1SCCNC1=O (stereo unspecified)	1	-9
COC(=O)C(NNc1ccccc1)(NC(=O)c1ccc(F)cc1)C(F)(F)F (stereo unspecified)	x	13
CC1(C)Cc2ccccc2-c2nnc(-c3cccc(O)c3)n21	-11	6
CC(/C=C/c1cccs1)=C\C(=O)O	x	-10
CCCCn1c(CN2CCN(c3cccc(Cl)c3)CC2)nc2c1c(=O)[nH]c(=O)n2C	-6	15
Cc1ccc(C)c(NC(=O)CS(=O)(=O)c2cn(C)c3ccccc23)c1	x	3
Cn1c(=O)n(CC(=O)OCc2ccccc2)c(=O)c2c1nc1n2CCCN1C1CCCCC1	-12	11

Structural class: the entries above containing bromine.
SMILES	HIV RNase H inh	RmlC RmlD mix
Cc1ccc(C2CC(c3cccc(Br)c3)n3nc(N)nc3N2)cc1 (stereo unspecified)	6	-8
CCOc1cc(CO)c(Br)cc1OCC(=O)O	x	9
CCOC(=O)C1CCN(C(=O)CNS(=O)(=O)c2ccc(Br)s2)CC1	-3	-3
Cc1nc2oc(C(=O)c3ccc(Br)cc3)c(N)c2c2c1COC(C)(C)C2	17	13
Cc1nn(C)c(C(=O)Nc2ccc(S(=O)(=O)NC34CC5CC(CC(C5)C3)C4)cc2)c1Br	x	-7

The list goes on:
SMILES	HIV RNase H inh	RmlC RmlD mix
CN(CC(=O)NCCC1=CCCCC1)S(=O)(=O)c1ccc2c(c1)CCC(=O)N2	-4	-1
CC1(C)CC(=O)c2cnn(-c3nc4ccccc4[nH]3)c2C1	7	3
Cc1cn(S(=O)(=O)c2ccc(Br)cc2)cn1	x	-6
CC(C)c1nc(N2CCOCC2)c(C#N)c2c1CCC2	-23	-24
COc1ccc(NC(=O)c2oc3ccc(S(=O)(=O)N4CCC5(CC4)OCCO5)cc3c2C)cc1	-11	12
CCCc1cc(=O)[nH]c(SCC(=O)N2CCN(c3ccc(F)cc3)CC2)n1	-19	5
Cc1cc2n(n1)C(c1ccccc1)Nc1ccccc1-2 (stereo unspecified)	-11	6
CCN(CC)C(=O)C1=C(C)Nc2nnnn2C1c1cccnc1 (stereo unspecified)	-9	4
O=C(NCCC1=CCCCC1)c1ccc(=O)oc1	0	12
O=C(NCc1cccnc1)C1CCCCN1S(=O)(=O)c1ccc(F)cc1 (stereo unspecified)	-19	-4
O=C(CN(C(=O)Cn1nnc(-c2ccccc2F)n1)c1cccc2c1CCCC2)NCc1ccccc1	x	-26
COc1cc(C(CC(=O)N2CCN(c3ccccc3)CC2)c2c(OC)cc(OC)c3ccc(=O)oc23)cc(OC)c1OC (stereo unspecified)	x	10
OCCCNc1cc(-c2ccnc(Nc3cccc(Cl)c3)n2)ccn1	x	6
NC(=O)CSc1nnc(COc2ccccc2)n1C1CCCCC1	-1	x
